Cardiac RTF inh: cardiac RTF calcium desensitization. 340,000 compounds, 0.12% hits. P19429+P45379. inhibition, % at 7.15 µM. IANBD-labeled cardiac RTF, Ca2+ fluorescence;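 active means inhibition above the mean inhibition of all tested compounds plus 3 SD, cut at about 17% in these data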;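 further: assay run at fixed EC70 calcium of 1.6 mM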
C-LANA FP: KSHV C-LANA DNA binding inhibition; MBP-C-LANA/FAM-LBS DNA binding, fluorescence polarization; inhibition, % at 9 µM; 340,000 compounds, 0.078% hits; AID 504423;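 active means highest replicate inhibition at or above 60% at 9 µM, even if other replicates fall short; inactive means all replicates below 60% inhibition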;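 further: 0% = neutral control wells and 100% = 4 µM acridine orange control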
Keap1 Nrf2 FP: Keap1-Nrf2 (human) interaction inhibition | inhibition, % at 9.4 µM | 340,000 compounds, 0.15% hits | Q14145 | Keap1 Kelch-Nrf2 peptide fluorescence polarization, 1536-well; in the data active means inhibition above about 12%;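 further: human Keap1 Kelch domain with fluorescein labeled Nrf2 9mer peptide probe; 0% = neutral control wells and 100% = peptide positive control; higher means more block of Keap1 binding to Nrf2 peptide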
Target sequence (Q14145 whole entry, looked up, the tested form may be a part): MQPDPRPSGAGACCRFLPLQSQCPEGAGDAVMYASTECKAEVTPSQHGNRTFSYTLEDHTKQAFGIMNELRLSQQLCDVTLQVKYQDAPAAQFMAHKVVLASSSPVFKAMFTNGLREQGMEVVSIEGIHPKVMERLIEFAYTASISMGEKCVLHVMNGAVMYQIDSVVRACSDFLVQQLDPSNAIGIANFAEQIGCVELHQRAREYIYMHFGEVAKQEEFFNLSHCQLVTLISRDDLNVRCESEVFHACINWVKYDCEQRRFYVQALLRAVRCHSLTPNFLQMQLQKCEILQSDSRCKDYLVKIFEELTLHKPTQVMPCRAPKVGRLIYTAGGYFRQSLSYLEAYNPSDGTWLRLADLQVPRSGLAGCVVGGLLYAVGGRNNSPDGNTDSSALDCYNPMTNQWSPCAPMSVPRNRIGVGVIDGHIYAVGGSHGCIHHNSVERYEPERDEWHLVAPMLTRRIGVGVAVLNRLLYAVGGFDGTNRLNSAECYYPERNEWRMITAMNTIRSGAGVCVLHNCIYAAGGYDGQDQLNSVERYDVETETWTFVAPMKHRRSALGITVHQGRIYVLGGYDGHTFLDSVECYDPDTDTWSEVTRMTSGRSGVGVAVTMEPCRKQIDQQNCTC
CAL PDZ FP-1: inhibitors of human CAL PDZ peptide binding; Q9HD26; inhibition, % at 24.9 µM; 300,000 compounds, 0.92% hits; AID 602252; purified CAL PDZ, TMR-peptide fluorescence polarization, 1 h;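 active means mean inhibition of at least 30% with at least half of replicates also reaching 30%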;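 further: 0% = DMSO neutral control and 100% = excess unlabeled competitor peptide PRC23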
NSD2 HMT inh: blocks human histone methyltransferase NSD2 | 310,000 compounds, 0.54% hits | inhibition, % at 12.5 µM | NSD2 peptide methylation, AlphaScreen, 120 min | AID 743445; in the data active means inhibition above about 50%
DSG3 Ab inh: human desmoglein-3 autoantibody binding inhibition; 310,000 compounds, 0.48% hits; DSG3-coupled beads, scFv-anti-DSG3-GFP binding, flow cytometry; active compounds read low; binding (percent of control), % at 10 µM; AID 588358;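 active means binding more than 3 SD below its plate's average and above zero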;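 further: hits lower antibody fragment binding to DSG3; some compounds called inactive have numbers as strong as hits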
DAGLB inhibitor: diacylglycerol lipase beta (human) inhibition; Q8NCG7; HEK293T DAGLB membrane lysate, EnzChek fluorogenic substrate; inhibition, % at 5.17 µM; 340,000 compounds, 0.059% hits; in the data active means inhibition above about 34%;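 further: 0% = enzyme with vehicle and 100% = wells lacking enzyme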
V-ATPase pHluor: yeast V-ATPase proton transport regulation by pHLuorin. 350,000 compounds, 0.37% hits. response, % at 10 µM. S. cerevisiae, pHLuorin cytosolic pH fluorescence; in the data active means response mostly above about 7.3%, no sharp cut-off; inactive means mostly below about 5.4%; further: actives read high; inactives centre near 0; some compounds called inactive have numbers as strong as hits; reference of the scale not given here
CAL PDZ FP-2: inhibitors of human CAL PDZ peptide binding | purified CAL PDZ, TMR-peptide fluorescence polarization, 1 h | inhibition, % at 20 µM | AID 504414 | 330,000 compounds, 0.02% hits | Q9HD26;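 active means highest replicate inhibition of at least 40%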;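 further: plate controls were DMSO neutral control wells for no effect and unlabeled competitor peptide control wells for full effect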
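System: tagged CAL PDZ domain. Schedule: 1 h room-temperature incubation prior to read. Signal: fluorescence polarization (mP). Measure: percent inhibition from loss of millipolarization.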
Arrestin-AP2 inh: human beta-arrestin and AP2 interaction inhibition; FITC-arrestin peptide / GST-AP2 beads, flow cytometry; AP2 beta2 appendage carries R879A mutation; 340,000 compounds, 0.31% hits; inhibition, % at 10 µM;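 active means inhibition above a set limit, near 3 SD of compounds lacking own fluorescence, cut at about 54% in these data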;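 further: plate controls were DMSO wells for no effect and 5 µM unlabelled arrestin peptide for full effect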
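Measured by: flow cytometry, FL1 (488/535 nm); Material: AP2 appendage R879A on GSH beads; Evaluation: percent response; Timing: pre-incubation 12 min, peptide binding 1 h, room temperature; Also added: 50 nM FITC-arrestin peptide; Medium: PBS with 0.05% Tween 20 and 0.1% BSA.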
* = called active by the depositor; · = not tested or not shown. Only part of the results is shown. The share of hits here may be higher or lower than overall.

SMILES	Cardiac RTF inh	C-LANA FP	Keap1 Nrf2 FP	CAL PDZ FP-1	NSD2 HMT inh	DSG3 Ab inh	DAGLB inhibitor	V-ATPase pHluor	CAL PDZ FP-2	Arrestin-AP2 inh
CCOC(=O)c1nc(Nc2ccc(N3CCOCC3)cc2)c2ccccc2n1	-7	-3.4	2	0	3	91	0	-3	-1.1	15
O=C(O)c1ccc2c(c1)c1c3n2CCNC3CCC1 (configuration not stated)	1	0.0	1	-9	2	95	-2	0	·	3
Cc1c(NC(=O)N2CCCCCC2)c(=O)n(-c2ccccc2)n1C	1	-1.2	3	-1	0	99	1	-3	-2.9	-3
Cc1cc(C(=O)OCC(=O)N2c3ccccc3NC(=O)C2(C)C)c(C)n1-c1ccccc1	2	-1.3	3	-1	0	102	0	2	-0.9	4
O=C(Cn1cc(C(F)(F)F)cc(Cl)c1=O)Nc1cc(Cl)cc(Cl)c1	3	0.9	-6	·	-1	99	-4	0	-0.4	14
CCN(c1ccccc1)S(=O)(=O)c1cc(C(=O)NCc2ccco2)ccc1C	-8	-2.9	-4	0	-3	102	-5	2	-6.1	0
CC(C)(C)C(=O)Nc1ccc(-c2cn3ccsc3n2)cc1	-3	-0.8	1	·	-2	107	3	-1	-0.2	9
O=C(CCNC(=O)c1ccccc1)NNC(=O)COc1ccccc1Cl	-7	0.6	-1	1	1	133	4	8.2*	0.1	37
O=C(Nc1ccc(N2C(=O)C3C4C=CC(C4)C3C2=O)cc1Cl)c1cccs1 (configuration not stated)	-5	-0.5	-2	·	-3	101	5	5	-0.9	17
COc1ccc(/C=N/OCC(=O)N2CCCC2)c(OC)c1	-7	2.2	0	0	0	104	0	2	0.7	39

The final 4 entries of the part above are carried over, then new ones follow:
SMILES	Cardiac RTF inh	C-LANA FP	Keap1 Nrf2 FP	CAL PDZ FP-1	NSD2 HMT inh	DSG3 Ab inh	DAGLB inhibitor	V-ATPase pHluor	CAL PDZ FP-2	Arrestin-AP2 inh
CC(C)(C)C(=O)Nc1ccc(-c2cn3ccsc3n2)cc1	-3	-0.8	1	·	-2	107	3	-1	-0.2	9
O=C(CCNC(=O)c1ccccc1)NNC(=O)COc1ccccc1Cl	-7	0.6	-1	1	1	133	4	8.2*	0.1	37
O=C(Nc1ccc(N2C(=O)C3C4C=CC(C4)C3C2=O)cc1Cl)c1cccs1 (configuration not stated)	-5	-0.5	-2	·	-3	101	5	5	-0.9	17
COc1ccc(/C=N/OCC(=O)N2CCCC2)c(OC)c1	-7	2.2	0	0	0	104	0	2	0.7	39
O=c1c2ccccc2nc(-c2ccccc2)n1Cc1ccccc1	6	-0.2	3	·	-1	102	-2	-5	-1.1	7
CC(C)c1ccc(NC(=O)COC(=O)c2cc(=O)[nH]c3ccccc23)cc1	-11	0.7	-2	-2	0	88	-1	8	-1.1	10
CCN(C(=O)CSc1nnc(-c2ccccc2Cl)n1N)c1c(N)n(Cc2ccccc2)c(=O)[nH]c1=O	-4	0.8	-7	·	17	101	-4	-2	-0.7	23
CCOC(=O)c1oc2ccccc2c1NC(=O)c1ccc(S(=O)(=O)N2CCCC2)cc1	0	-0.1	-6	0	·	98	-3	4	1.1	10
O=C1CC2CS(=O)(=O)CC2N1c1ccc(Oc2ccccc2)cc1 (configuration not stated)	5	0.0	-2	-3	-6	106	2	-3	·	2
Nc1ccccc1SCC(=O)N1CCc2ccccc21	-4	0.0	2	-2	-1	105	-7	1	-0.8	2
Cc1ccc(-c2nnc(SCC(=O)N/N=C/c3ccc(C)s3)n2-c2ccc(C)cc2)cc1	-16	6.4	3	-4	0	·	6	-1	-0.4	-1
CC1(C)Cc2cccc(OCC(=O)Nc3cc(C(F)(F)F)ccc3N3CCOCC3)c2O1	7	-0.2	-1	2	-5	94	-3	-1	-0.1	-3
COc1c(C(=O)NNC(=O)c2ccccc2)csc1Br	5	0.7	-2	6	0	114	-3	1	-0.9	-2
CCCNCC(=O)Nc1sc2c(c1C(=O)Nc1c(C)n(C)n(-c3ccccc3)c1=O)CCCC2	·	·	·	·	21	101	-3	-1	·	·
O=c1c2ccccc2nc(SCc2nnc(-c3ccccc3Br)o2)n1Cc1ccco1	-5	3.1	-5	-6	-1	101	3	-2	-2.1	12
COc1ccc(-n2nc(C(=O)NCC(=O)NCc3ccco3)c3ccccc3c2=O)c(OC)c1	-30	1.6	-2	4	-6	·	-2	-1	0.2	19
O=C(CC1C[C@H](C(=O)N2CCCCC2)[C@@]2(CCc3ccccc3)c3[nH]c4ccccc4c3CCN2C1=O)NCCc1ccccn1 (some centres not stated)	-7	0.8	-2	0	·	862	0	0	0.8	0
O=c1cc2oc3cc(O)c(O)cc3c(-c3ccccc3O)c-2cc1O	-23	146*	49*	26	·	74*	9	-3	47*	-3
Cc1cccc(NC(=O)Cn2cc([N+](=O)[O-])cn2)n1	0	0.0	-1	-1	-2	116	1	-2	0.2	17
OC1Cc2ccccc2C1Nc1cccc(C(F)(F)F)c1 (configuration not stated)	3	-1.9	0	1	0	125	-2	-1	0.1	14
CCn1cc(C(C)NC(=O)Nc2ccc3c(c2)OCO3)c(C)n1 (configuration not stated)	-4	-1.6	-1	·	-2	103	-1	3	0.6	44
O=C(c1nc2ccc(Cl)cn2c1CN1CCCC(CO)C1)N1CCc2ccccc2C1 (configuration not stated)	-2	1.0	-1	-1	-1	106	4	-1	-2.1	22
O=C(Nc1sc2c(c1C(=O)O)CCC2)c1ccco1	-13	1.8	-7	-1	-1	99	2	0	0.0	4
CCCCn1nc2cc(C(=O)NCc3cc(C(F)(F)F)cc(C(F)(F)F)c3)ccc2c1OC	2	0.6	-1	-1	·	102	-11	-2	-0.2	-5
Cc1ccc(CNCCCSc2ncccn2)cc1	-3	-1.4	-9	-2	3	94	1	-2	0.2	4
COc1ccc(C(=O)NN2C(=O)C3CCC(C)(C2=O)C3(C)C)cc1 (configuration not stated)	-7	0.8	-4	0	-1	103	0	3	-0.2	-1
COc1ccc2c(c1O)Cc1ccccc1C2=O	8	-0.7	0	-1	3	101	3	1	-0.1	13
COc1ccc(OC)c(CN2CCN(C(=O)c3cccc4ccccc34)CC2)c1	0	0.1	-1	3	·	102	2	-3	0.3	9
COc1ccccc1C1CC(c2ccc(Cl)cc2)Nc2ncnn21 (configuration not stated)	-5	0.1	-5	·	6	109	-4	-1	-1.7	7
CN(C)c1cccc(C(=O)Nc2cccc(F)c2)c1	0	-0.8	-2	-3	6	104	3	1	-0.7	5
O=C(CSc1nc(-c2ccc(F)cc2)cc(C(F)(F)F)n1)Nc1ccc2c(c1)OCO2	-5	-0.4	0	-1	20	104	-2	0	0.4	34
CCOC(=O)[C@H]1[C@H]2COc3ccc(C)cc3[C@@H]2N2C(=O)c3ccc(F)cc3NC(=O)[C@@]12C	-5	0.3	-2	1	·	102	-2	-3	-0.7	0
CSCCC(NC(=O)c1ccc([N+](=O)[O-])cc1Cl)C(=O)OCC(=O)NC(=O)CN1CCCC1=O (configuration not stated)	-10	-1.6	1	-4	0	102	1	-1	-0.2	-13
Cc1ccnc(NC(=O)c2ccc(Cl)c(NC(=O)C(C)Oc3ccccc3)c2)c1 (configuration not stated)	1	-0.4	-4	-5	1	104	-6	1	-0.9	0
Clc1cccc(CN2CCN(c3ncccn3)CC2)c1Cl	-4	0.4	-4	-2	-3	106	-9	0	-0.5	2
CC(C)[C@H](NC(=O)c1ccco1)C(=O)Nc1ccc(OC(F)F)cc1	-9	-0.3	2	-12	0	93	-1	-2	-1.4	8
Cc1cccc(NC(=O)CNC(=O)Cc2ccc3c(c2)OCCO3)c1C	-19	-2.7	-1	-3	0	116	0	-2	0.2	0
O=C(NC(CO)(CO)CO)c1coc(=O)c(Br)c1	0	0.3	1	1	-1	100	1	-4	-0.4	19
CC(C)(C)NC(=O)CSc1nc(O)cc(=O)n1-c1ccccc1F	-12	-3.8	-51	-6	1	·	-1	2	-1.2	26
CC(C)c1cc(CN2C(C)COCC2C)cc(C(C)C)c1O (configuration not stated)	1	2.5	1	·	1	89	0	0	0.6	-3
CN1C(=O)N(C)C2(C)CC1(C)N(C)C(=O)N2C	-1	-0.9	-2	0	0	98	4	3	0.7	-5
CCn1nc(C)c([N+](=O)[O-])c1C(=O)NNC(=O)c1ccccc1Cl	1	-0.3	-6	1	-1	104	-1	7	-0.8	-3
COc1cc(OC)cc(C(=O)n2nc(C)cc2C)c1	4	0.7	-2	-4	-4	84	-3	1	-3.2	8
CCCCOC(=O)Cn1c(=N)n(CCC)c2ccccc21	-13	-1.0	-3	·	0	·	0	1	0.4	-7
CS(=O)(=O)c1ccc(C(=O)N(Cc2ccccc2)c2ccccc2)cc1	-4	0.2	-1	-2	2	147	-1	1	-3.3	-3
Cc1nc(-c2cnn(-c3ccccc3)c2)c2cc(C)oc2n1	-4	0.1	0	-2	-1	99	-3	-6	-2.7	-6
Cc1cc(C(=O)N/N=C\c2cc(C(C)(C)C)ccc2O)n[nH]1	0	-0.1	-4	-2	·	108	4	2	-3.2	2
Cc1ccc(NC(=O)CCOc2ccccc2C)cc1F	-15	-0.3	-4	1	-4	99	-11	4	-4.3	27
O=C(O)C1C2OC3C(OC(=O)C31)C2Br (configuration not stated)	0	-0.2	-6	-2	-8	96	-1	1	0.6	15
C=CCOCC(O)Cn1c(N2CCCC2)nc2c1c(=O)n(C)c(=O)n2C (configuration not stated)	-5	-3.0	-8	1	53*	114	-1	-1	-0.5	6
CCOC(=O)c1ccc(-n2nc(C)cc2C)cc1	0	-0.6	1	1	27	·	0	-4	-0.4	21
COc1ccc(OC)c2nc(-c3ccncc3)ccc12	5	1.3	1	7	-6	104	4	1	-0.1	0
Cc1ccc(S(=O)(=O)NCC(=O)Nc2ccc3c(c2)OCO3)cc1	3	0.2	-7	·	-1	·	2	4	-4.2	-5
O=C(COC(=O)CCNS(=O)(=O)c1ccccc1)Nc1ccc(OC(F)F)cc1	-5	-1.9	1	·	14	100	-1	-4	-0.6	13
Other structures:
SMILES	Cardiac RTF inh	C-LANA FP	Keap1 Nrf2 FP	CAL PDZ FP-1	NSD2 HMT inh	DSG3 Ab inh	DAGLB inhibitor	V-ATPase pHluor	CAL PDZ FP-2	Arrestin-AP2 inh
COc1cc(/C=N/NC(=O)c2cc3c(ccc4ccccc43)o2)cc(OC)c1O	-6	-0.9	-1	0	0	98	-36	-1	-1.1	3
COc1ccc(C2N(c3ccccc3)C(=S)N3CCCN23)cc1 (configuration not stated)	-12	-1.9	-3	-2	-4	121	1	-9	-2.0	15
Cc1ccc2nc(NC(=O)Cn3cc4c(n3)CCCCC4)sc2c1	-2	-0.3	-2	0	·	107	0	-4	-0.7	8
COc1cc(C2SCC(=O)N2Cc2ccccc2)ccc1O (configuration not stated)	-15	-0.8	-5	-1	0	94	-3	6	-2.0	9

Taken from above.
O=C(Nc1ccc(N2C(=O)C3C4C=CC(C4)C3C2=O)cc1Cl)c1cccs1 (configuration not stated) @ NSD2 HMT inh: -3
Cc1nc(-c2cnn(-c3ccccc3)c2)c2cc(C)oc2n1 @ CAL PDZ FP-1: -2

Compound activity (PubChem BioAssay)
